Bioassay records (PubChem)
ERp5 inh – ERp5 (human) disulfide isomerase inhibition; hit rate 0.05% among 350,000; inhibition, % at 9.99 µM; ERp5 insulin aggregation, absorbance 650 nm, 90 min;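 active means mean replicate inhibition above about 25%, with every replicate also reaching it, limit read from the data, passing the limit was not always enough; inconclusive means only one of those two criteria met; inactive means neither criterion met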
Target sequence (Q15084 whole entry, looked up): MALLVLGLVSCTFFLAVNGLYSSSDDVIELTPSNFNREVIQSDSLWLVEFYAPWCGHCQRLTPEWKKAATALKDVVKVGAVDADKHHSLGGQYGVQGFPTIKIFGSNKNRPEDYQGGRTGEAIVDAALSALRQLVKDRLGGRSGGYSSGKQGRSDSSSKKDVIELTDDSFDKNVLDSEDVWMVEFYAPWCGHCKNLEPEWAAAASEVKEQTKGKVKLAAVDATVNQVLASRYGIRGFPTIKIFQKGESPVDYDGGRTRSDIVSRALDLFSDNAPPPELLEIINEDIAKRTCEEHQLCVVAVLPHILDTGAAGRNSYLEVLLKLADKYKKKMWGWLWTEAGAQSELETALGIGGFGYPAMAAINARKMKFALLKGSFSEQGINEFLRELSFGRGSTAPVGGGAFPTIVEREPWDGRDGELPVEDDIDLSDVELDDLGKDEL
INS-1E GSIS act – primary screen for activators of insulin secretion dependent on glucose, INS-1E cells, GLuc reporter luminescence; activation, % at 16.6 µM; hit rate 0.61% among 370,000; INS-1E GLuc reporter insulin secretion, 2-3 h;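 active means lowest replicate activation of at least 40%, so every replicate reaches that level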;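 further: 0% = median of neutral control wells and 100% = median of IBMX positive control wells; some compounds called inactive have numbers as strong as hits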
EWS-Fli block – inhibitors of EWS/Fli oncoprotein transcriptional activity; inhibition, % at 12.6 µM; hit rate 0.67% among 350,000; A673 NR0B1-luciferase reporter, viability-normalised;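 active means mean inhibition of at least 50% after viability correction, with every replicate also passing that limit; inconclusive means mean reaches 50% but only one of two replicates passes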;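 further: firefly luciferase signal divided by Alamar Blue viability fluorescence both relative to DMSO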
ARNT TACC3 PPI – ARNT/TACC3 interaction disruption; Q9Y6A5; AlphaScreen His-ARNT PAS-B/GST-TACC3 binding, luminescence; TACC3 fragment carries E629A point mutation; inhibition, % at 9.99 µM; hit rate 0.66% among 390,000;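 active means mean inhibition of replicates at least 50% and at least half of replicates each reaching 50%; inconclusive means half or more replicates reach 50% but mean below 50%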;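 further: 0% = complete ARNT plus TACC3 wells and 100% = ARNT alone without TACC3; many hits fall short of the cut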
DENV2 CPE – protects cells from dengue virus 2 cytopathic effect | DENV2-infected cells, cytopathic effect rescue, plate reader | CPE inhibition, % at 9.99 µM | hit rate 1.7% among 350,000; in the data active means CPE inhibition above about 20%, passing the limit was not always enough; inconclusive means no clear call, values can overlap the other calls; tested in BHK-21 cells;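 further: 0% = median of neutral control wells and 100% = median of positive control wells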
XiGFP reactiv – X-chromosome reactivation activator; XiGFP mouse fibroblasts, % GFP-positive cells imaging, 3 d; cells co-treated with 5-aza-dC sensitizer; scaled so ellipticine positive control = 100%; activation, % at 7.58 µM; hit rate 0.055% among 360,000;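 active means mean normalized replicate activation at least 10% and every replicate at or above 10%; inconclusive means only one of the two criteria met; inactive means mean below 10% and not all replicates reach 10%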;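 further: 0% = median of on-plate neutral control wells and 100% = ellipticine 6 µM median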
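Material: SV40-immortalized XiGFP fibroblast cells, line 68-5-11 | Buffer or medium: DMEM containing 5-aza-dC | Dosing: One concentration, pinned | Times: 3 d treatment, 15 min room-temperature fixation | Controls: Ellipticine 6 µM positive control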
PAX8 reporter – PAX8 transcriptional activity inhibition; RMG-I TPO-luciferase reporter, SteadyGlo, 24 h; inhibition, % at 12.6 µM; hit rate 1.2% among 360,000; AID 652154;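 active means mean replicate inhibition at least 60% with every replicate also reaching 60%; inconclusive means only one of the two criteria is met; inactive means mean below 60% and not all replicates reaching 60%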;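 further: luciferase light reporting Pax8 driven TPO promoter activity; plate controls were median of neutral control wells for no effect and mitoxantrone controls for full effect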
CFTR F508del cor – CFTR F508del correction in bronchial cells | CFBE cells, YFP halide quenching; stimulated with forskolin plus potentiator P3; % fluorescence drop versus neutral controls | activity (quench increase), % at 7.58 µM | hit rate 0.36% among 350,000 | AID 720511;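 active means mean added fluorescence quench of at least 8% versus neutral control, with both replicates also reaching 8%; inconclusive means only one of the mean or replicate conditions met; inactive means mean below 8% and not both replicates reaching 8%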;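 further: cells transiently co-express mutant CFTR-F508del with the halide-sensitive YFP; corrector assay measuring rescue of mutant channel to the surface after 24 h compound exposure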
* hit, by the source's call; ? = inconclusive; · = not tested or not shown; & = joins results of further samples.

SMILES	ERp5 inh	INS-1E GSIS act	EWS-Fli block	ARNT TACC3 PPI	DENV2 CPE	XiGFP reactiv	PAX8 reporter	CFTR F508del cor
O=C(COC(=O)c1ccccc1C(=O)c1ccccc1)NCCc1ccccc1	0	-12	13	-4	-3	0.1	9	-1.2
CN(Cc1ccccc1)C(=O)CCN1C(=O)c2cccc([N+](=O)[O-])c2C1=O	5	·	1	·	-1	0.6	-7	-2.8
CO[C@@H]1CN(C)C(=O)c2ccc(NC(=O)C3CC3)cc2OC[C@H](C)N(CC2CC2)C[C@@H]1C	3	2	-2	-11	-5	0.0	-6	1.5
C=CCc1cc2c(oc(=O)c3ccccc32)c(C)c1O	-10	4	11	·	-3	0.0	2	2.0
CCN(CC(=O)Nc1cc(Cl)ccc1C)C(=O)c1cc(S(=O)(=O)N2CCCCCC2)ccc1OC	-1	11	16	-8	-11	0.0	·	0.2
CCN(CC)CC#CCC1(O)c2ccccc2-c2ccccc21	2	1	4	-4	4	·	·	3.6
COc1ccc(/C=C(\NC(=O)c2ccc(C)cc2)C(=O)NCCCn2ccnc2)cc1	4	9	1	28	-1	0.0	5	-1.8
COc1ccc(NC(=O)N2CCCCN3[C@H](C2)[C@H](c2ccc(C4=CCCCC4)cc2)[C@@H]3CO)cc1	0	-3	9	10	-12	0.1	6	3.2
CO[C@@H]1CN(C)C(=O)c2cc(NS(=O)(=O)c3ccc(Cl)cc3)ccc2OC[C@H](C)N(C(=O)NC(C)C)C[C@@H]1C	·	-3	-10	·	·	0.3	·	-0.5
O=c1[nH][nH]c2c1[C@H](c1ccc(F)cc1)O[C@H](C1CCCCC1)C2	2	-4	-13	·	-18	-0.1	-5	1.6
CCN(CC)c1ccc(N)cc1S(=O)(=O)Nc1ccc(OC)cc1	2	·	4	-7	19	0.0	8	5.3
C[C@@H]1CN([C@@H](C)CO)C(=O)Cc2cc(NC(=O)Nc3ccc4c(c3)OCO4)ccc2O[C@H]1CN(C)Cc1ccc(C(=O)Nc2ccccc2N)cc1	-1	17	25	23	3	-0.3	-19	-1.9
C[C@@H]1CN([C@@H](C)CO)C(=O)CCCn2nncc2CO[C@@H]1CN(C)C(=O)CCC(F)(F)F	3&-6&-1	2&3	1&2&-6	5&-5	0&-2&0	0.0&0.4	-6&-12	2.1&-0.1&-2.2
CC1(C)Cc2c(sc(NC(=O)c3ccc(S(=O)(=O)N4CCCCCC4)cc3)c2C(N)=O)C(C)(C)N1	0	-28	10	1	10	0.2	27	-2.9
O=C(CSc1cc(Cl)ccc1Cl)NC1CCCc2ccccc21 (configuration not stated)	3	1	4	2	·	0.2	6	0.4
Cc1ncsc1C(=O)O	-3	-4	-2	-3	-1	0.0	5	0.8
O=C(N/N=C/c1ccc(Cl)cc1Cl)c1ccc(-n2cnnn2)cc1	3	14	-19	-3	-3	0.4	-5	-1.3
CC(C)CN(C(=O)COC(=O)C(C)N1C(=O)c2ccccc2C1=O)c1c(N)n(Cc2ccccc2)c(=O)[nH]c1=O (configuration not stated)	-1	21	9	8	2	0.1	9	1.3
CO[C@H]1CN(C)C(=O)c2cc(NS(=O)(=O)c3ccc(-c4ccccc4)cc3)ccc2OC[C@H](C)NC[C@@H]1C	-1	6	4	8	23*	0.3	·	-2.7
O=C(Nc1ccccc1F)N[C@@H]1CC[C@H](CCNC(=O)C2CCC2)O[C@@H]1CO	-4	17	5	-3	?	0.4	-10	-1.1
COc1cc(CN2C[C@@H]3N[C@H](C2)C3c2ccc(-c3cccc(OC)c3)cc2)cc(OC)c1 (some centres not stated)	11&19	-13&26	10&5	·	1&8	0.0&0.0	-16&-10	0.4&-5.0
CCOc1ccc(N(CC(=O)N2CCCC2)S(=O)(=O)c2ccc(F)cc2)cc1	0	12	·	-7	5	0.0	-4	-4.7
CC(OC(=O)C1CC1)C(=O)Nc1cc(C(F)(F)F)ccc1Cl (configuration not stated)	6	0	1	-20	?	-0.1	14	-0.7
Cc1cccn2c(=O)c3cc(C(=O)NCc4ccccc4)c(=N)n(CCCN4CCOCC4)c3nc12	0	18	15	3	-3	0.0	-18	-2.0
CC(NC(=O)CN1C(=O)NC2(CCc3ccccc32)C1=O)c1ccccc1 (configuration not stated)	-20	2	2	1	-5	-0.1	7	-0.8

Continued, overlapping the part above by 4 compounds.
SMILES	ERp5 inh	INS-1E GSIS act	EWS-Fli block	ARNT TACC3 PPI	DENV2 CPE	XiGFP reactiv	PAX8 reporter	CFTR F508del cor
CCOc1ccc(N(CC(=O)N2CCCC2)S(=O)(=O)c2ccc(F)cc2)cc1	0	12	·	-7	5	0.0	-4	-4.7
CC(OC(=O)C1CC1)C(=O)Nc1cc(C(F)(F)F)ccc1Cl (configuration not stated)	6	0	1	-20	?	-0.1	14	-0.7
Cc1cccn2c(=O)c3cc(C(=O)NCc4ccccc4)c(=N)n(CCCN4CCOCC4)c3nc12	0	18	15	3	-3	0.0	-18	-2.0
CC(NC(=O)CN1C(=O)NC2(CCc3ccccc32)C1=O)c1ccccc1 (configuration not stated)	-20	2	2	1	-5	-0.1	7	-0.8
CC1CCN(C(=O)COC(=O)c2ccccc2C(=O)c2ccccc2)CC1	0	-10	-6	-23	-5	0.0	-31	0.7
C[C@@H]1CN([C@H](C)CO)C(=O)c2cc(N(C)C)ccc2O[C@@H](C)CCCCO[C@@H]1CN(C)C(=O)c1ccccc1	3	-11	-2	5	11	-0.1	23	2.7
C[C@@H]1CN([C@@H](C)CO)C(=O)c2cccc(NC(=O)c3nc4ccccc4s3)c2O[C@@H]1CN(C)Cc1ccncc1	1	1	2	2	-9	-0.2	-4	0.7
Cc1nn(-c2cccc(Cl)c2)nc1C(=O)O	-4	-1	2	-9	1	0.2	10	-2.2
C[C@H](NC(=O)c1[nH]cnc1C(=O)Nc1nccs1)c1ccccc1	3	-7	-2	·	4	0.1	-10	-1.0
O=C(NCCN1CCCCC1)c1ccc(F)cc1Cl	2	-7	-11	3	7	0.1	-27	1.9
c1ccc(-c2nnc(CN3CCN(c4ccccc4)CC3)o2)cc1	-1	-6	1	-8	-2	-0.1	-13	0.1
O=C(Nc1cc([N+](=O)[O-])ccc1C(=O)Nc1cccnc1)c1ccccc1	8	6	9	1	-1	0.2	33	1.0
CCOC(=O)N1CCC(N2C(=O)c3ccccc3C2Nc2cc(OC)c(OC)c(OC)c2)CC1 (configuration not stated)	-9	-8	2	2	-1	-0.1	·	-0.9
Cc1ccc(OCC(=O)N2N=C(c3ccc(Cl)cc3)CC2c2ccco2)c([N+](=O)[O-])n1 (configuration not stated)	3	6	7	6	3	0.0	28	1.4
C[C@@H]1CN([C@H](C)CO)C(=O)c2cc(NC(=O)Cc3ccccc3)ccc2O[C@@H]1CN(C)C(=O)Nc1ccc(F)cc1	0	-4	-3	2	?	-0.2	0	0.1
CCOC(=O)C1CCCN(C(=O)CCn2nc(-c3ccccc3)ccc2=O)C1 (configuration not stated)	2	18	6	3	-2	0.1	25	0.1
CCN(Cc1nc2ccccc2c(=O)[nH]1)C(=O)c1cc(C2CC2)nn1-c1ccccc1	6	-7	1	-2	-7	0.1	15	2.3
N#Cc1ccc(-c2c(-c3ccccc3)ncc3cc(F)ccc23)cc1	4	14	-65	2	14	0.2	-45	2.9
CC1CCc2c(sc(NC(=O)CCCn3cnc([N+](=O)[O-])n3)c2C(N)=O)C1 (configuration not stated)	3	12	3	-4	-4	0.0	-2	-1.1
CC(C)CC(=O)Nc1ccc(C(=O)COC(=O)CN2C(=O)NC3(CCCCC3C)C2=O)cc1 (configuration not stated)	2	-9	-5	-7	8	0.2	-24	1.0
CCc1ccc(C(=O)NCc2cnn(C)c2)s1	3	-22	-5	0	1	0.3	0	-5.3
CN(N=Cc1ccccc1)C(=S)Nc1ccccc1	-2	3	2	·	-6	0.0	2	0.3
O=C(C1CCCO1)N1CCN(C(=S)Nc2ccc(Br)cc2)CC1 (configuration not stated)	2	-1	-9	9	·	-0.1	-3	-0.5
O=C(c1ccc(S(=O)(=O)NCc2ccco2)cc1)N1CCN(Cc2ccccc2)CC1	-3	9	-8	-3	-3	0.0	4	1.2
O=C(Nc1cc(S(=O)(=O)N2CCCCCC2)ccc1OCC(F)(F)F)c1ccc(=O)[nH]c1	0	31	9	-10	5	7.1	-4	-2.6
Cc1cccc(NS(=O)(=O)c2nnc(NC(=O)CC(C)C)s2)c1	0	8	9	-2	1	0.3	15	-0.9
CCCc1c(C)nn(C(=O)/C(C#N)=N/Nc2ccccc2[N+](=O)[O-])c1C	-1	-10	-7	32	-2	0.1	-14	-1.4
COc1ccccc1NC(=O)COC(=O)c1cc2ccccc2cc1O	1	1	5	2	-4	0.4	17	-0.6
COc1ccc(-c2oc(=O)c3cc(OC)c(OC)cc3c2/C=C/c2ccc(OC(C)=O)cc2)cc1	0	0	16	-4	6	0.0	23	0.9

Structural class, the compounds so far containing a furan ring, fused or not.
SMILES	ERp5 inh	INS-1E GSIS act	EWS-Fli block	ARNT TACC3 PPI	DENV2 CPE	XiGFP reactiv	PAX8 reporter	CFTR F508del cor
Cc1ccc(OCC(=O)N2N=C(c3ccc(Cl)cc3)CC2c2ccco2)c([N+](=O)[O-])n1 (configuration not stated)	3	6	7	6	3	0.0	28	1.4
O=C(c1ccc(S(=O)(=O)NCc2ccco2)cc1)N1CCN(Cc2ccccc2)CC1	-3	9	-8	-3	-3	0.0	4	1.2

Continued:
SMILES	ERp5 inh	INS-1E GSIS act	EWS-Fli block	ARNT TACC3 PPI	DENV2 CPE	XiGFP reactiv	PAX8 reporter	CFTR F508del cor
COc1cc(CCC(O)CC(=O)CCc2ccccc2)ccc1O (configuration not stated)	2	5	12	-4	9	·	·	-0.1
CC1(C)C=C(c2ccc(C(=O)O)s2)CC(C)(C)N1	3	6	2	-9	-8	0.0	42	-1.1
C[C@@H](CN=[N+]=[N-])CN1CC[C@H](C(C)(C)C)CCC1=O	-2	25	-4	1	1	0.0	-14	-0.8
Cc1ccc(O)c(C(=O)c2cnc3onc(-c4ccc(F)cc4)c3c2)c1	-2	6	1	30	-5	-0.1	-5	·
CC(O)(c1ccc(F)c(F)c1)c1nc(-c2ccc(F)c(Cl)c2)cs1 (configuration not stated)	-7	-8	6	·	11	0.0	5	-0.6
N#C[C@@H]1[C@@H](c2ccc(-c3cccc(F)c3)cc2)[C@@H](CO)N1c1nc(-c2ccccc2)cs1	3	5	-4	-6	-6	0.0	8	-2.3
CC(C)Cc1ccc(CN2C(C)C(=O)N(Cc3cn(Cc4ccco4)nn3)CCS2(=O)=O)cc1 (configuration not stated)	-2	10	17	·	0	·	8	-3.5
COc1ccc(NS(=O)(=O)c2cc(NC(=O)c3ccc(=O)[nH]c3)ccc2C)cc1	-5	-10	-22	-6	13	-0.1	5	0.8
CC1=Nc2cc(C(=O)NCC3CCCO3)ccc2Sc2ccc(C)cc21 (configuration not stated)	7	22	40	-19	8	0.9	31	10*
O=c1cc(O)n(Cc2ccc(F)cc2)c(=O)[nH]1	3	-1	-1	-5	11	0.0	-2	-0.8
CC(C)C#Cc1ccc2c(c1)O[C@@H](CN(C)C(=O)c1cccc(F)c1)[C@H](C)CN([C@H](C)CO)S2(=O)=O	-1	-7	1	·	-7	-1.0	·	-0.5
